TcdB GH inh: TcdB glycohydrolase inhibitors, primary screen, biochemical, single point, plate reader; Toxin B (Clostridioides difficile), P18177; TcdB glycohydrolase enzymatic assay; inhibition, % at 9.99 µM; actives 0.24% (n = 350,000); in the data active means inhibition above about 10%
BH1578 lux ind: inducers of Vibrio cholerae quorum light production without autoinducers, primary screen, BH1578 luxS cqsA deficient, single point | V. cholerae BH1578 lux reporter, luminescence, 6 h | actives 0.16% (n = 350,000) | AID 588436, 2011 | activation, % at 18.7 µM; in the data active means activation mostly above about 9.7%, no sharp cut-off; inconclusive means no clear call, values can overlap the other calls; inactive means mostly below about 3.7%; further: not every result past the cut was called active; inactives centre near 0; reference of the scale not given here
SSB-PriA inh: inhibitors of Klebsiella pneumoniae PriA binding to SSB C-terminal tail, primary screen, biochemical, AlphaScreen; PriA–SSB C-terminal tail interaction (Klebsiella pneumoniae); AlphaScreen SSBct-PriA binding, biotinylated peptide; AID 1272365, 2023; actives 0.6% (n = 430,000); inhibition, % at 33 µM; in the data active means inhibition mostly above about 37%, no sharp cut-off; inactive means mostly below about 20%;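 further: plate controls were negative control peptide for no effect and reference peptide for full effect; strong numbers were not always called active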
3CLpro inhibitor: SARS-CoV 3CLpro protease inhibitors, primary screen, biochemical, quenched FRET; Replicase polyprotein 1ab (Severe acute respiratory syndrome coronavirus), P0C6X7; recombinant SARS-CoV 3CLpro, quenched FRET peptide cleavage; inhibition, % at 6 µM; actives 0.14% (n = 290,000); AID 1706, 2009; in the data active means inhibition above about 12%
PrPC TRFRET: inhibitors of human cell surface prion protein PrPC, primary screen, cell-based, TR-FRET; TR-FRET read-out; Major prion protein (Homo sapiens), P04156; inhibition, % at 13.8 µM; actives 0.43% (n = 370,000); in the data active means inhibition above about 24%; further: 0% = median of the test wells and 100% = reference compound wells
Yp Topo-I inh: Yersinia pestis topoisomerase I inhibitors, primary screen, biochemical, cleavage product accumulation, plate reader, single point; DNA topoisomerase I (Yersinia pestis CO92); activity, % at 10 µM; actives 0.064% (n = 360,000); Y. pestis Topo-I cleavage product accumulation; AID 504884, 2011; in the data active means activity above about 50%, passing the limit was not always enough; inconclusive means no clear call, values can overlap the other calls; further: inactives centre near 2
BoNT A protease: BoNT/A light chain protease inhibitors, primary screen, biochemical, flow cytometry, MLPCN library. multiplex microsphere protease substrate cleavage. inhibition, % at 10 µM. actives 0.17% (n = 360,000). AID 588499, 2011; further: plate controls were buffer without enzyme for full effect and enzyme alone for no effect
Anthrax LF prot: Bacillus anthracis LF protease inhibitors, primary screen, biochemical, multiplex microsphere, MLPCN library | Lethal factor (Bacillus anthracis), P15917 | multiplex microsphere protease cleavage assay | inhibition, % at 10 µM | actives 0.12% (n = 360,000) | AID 588501, 2011; further: plate controls were buffer without enzyme for full effect and enzyme alone for no effect
Target sequence (P15917 whole entry, looked up): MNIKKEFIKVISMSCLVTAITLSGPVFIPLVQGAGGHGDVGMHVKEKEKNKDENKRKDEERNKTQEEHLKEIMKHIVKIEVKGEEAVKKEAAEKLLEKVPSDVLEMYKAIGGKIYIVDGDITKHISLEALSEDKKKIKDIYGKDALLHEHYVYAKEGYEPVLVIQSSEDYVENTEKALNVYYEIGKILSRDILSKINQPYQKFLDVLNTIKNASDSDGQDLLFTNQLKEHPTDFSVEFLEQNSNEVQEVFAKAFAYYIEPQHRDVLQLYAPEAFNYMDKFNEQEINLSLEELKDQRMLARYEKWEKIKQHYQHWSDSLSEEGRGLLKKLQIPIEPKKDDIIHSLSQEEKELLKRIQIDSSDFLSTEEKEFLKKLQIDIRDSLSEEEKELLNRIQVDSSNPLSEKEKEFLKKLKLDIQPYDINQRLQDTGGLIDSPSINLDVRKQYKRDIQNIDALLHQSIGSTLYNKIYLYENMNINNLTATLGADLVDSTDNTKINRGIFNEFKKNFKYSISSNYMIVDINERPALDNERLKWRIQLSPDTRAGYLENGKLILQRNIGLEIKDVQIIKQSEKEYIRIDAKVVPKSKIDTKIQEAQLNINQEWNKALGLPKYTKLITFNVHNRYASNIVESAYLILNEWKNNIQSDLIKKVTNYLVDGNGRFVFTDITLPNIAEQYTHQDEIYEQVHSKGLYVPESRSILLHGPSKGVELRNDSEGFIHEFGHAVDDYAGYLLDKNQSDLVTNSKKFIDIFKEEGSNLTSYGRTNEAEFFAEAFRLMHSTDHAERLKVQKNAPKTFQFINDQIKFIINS
PfHsp40 rescue: rescue of yeast from PfHsp40 toxicity, primary screen, S. cerevisiae, ATP luminescence | S. cerevisiae expressing PfHsp40, growth rescue | growth rescue, % at 12.5 µM | actives 0.68% (n = 340,000) | AID 504582, 2011; in the data active means growth rescue above about 28%, passing the limit was not always enough; inconclusive means no clear call, values can overlap the other calls;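 further: yeast W303a lacking pdr1 and pdr3 grown in galactose medium; growth measured after three days at 30 °C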
Numbers without * were called inactive; i = inactive; ? = inconclusive; . = no result given; & = joins results of further samples. Unless noted, no stated cut-off is given here; in the data, active means inhibition above about 30%; inconclusive means no clear call, values can overlap the other calls; inactive means below that. These rows are one share of the data (hit frequency here may not be typical).

SMILES	TcdB GH inh	BH1578 lux ind	SSB-PriA inh	3CLpro inhibitor	PrPC TRFRET	Yp Topo-I inh	BoNT A protease	Anthrax LF prot	PfHsp40 rescue
CCCNC(=O)CC(NS(=O)(=O)c1ccc(Cl)cc1)c1ccco1 (stereo unspecified)	.	-0.7	-2	-1	3	5	0.0	0	124*
Cc1nc2ccccc2nc1SCC(=O)c1ccccc1	.	-0.4	-9	-5	10	34	0.2	0	0.0
O=C(O)CCN(CCC(=O)O)S(=O)(=O)c1ccccc1	.	-0.6	-6	-1	-5	0	-0.7	-1	-1.3
Cc1cccc(O)c1C	0.4	-0.4	-2	.	-1	-2	-0.1	-9	-0.4
O=C(CSc1nnc2c(n1)[nH]c1ccc(F)cc12)Nc1ccccc1F	0.5	-0.6	2	1	5	5	-1.1	-7	0.0
COc1ccc(CN(C(=O)c2ccco2)c2ccc(C)cc2)cc1OC	.	-3.2	-16	-2	-5	24	0.6	-5	3.9
COc1ccccc1-c1coc2cc(OC(=O)N3CCOCC3)ccc2c1=O	1.3	-0.5	-9	1	1	6	1.0	29	.
CCn1c(SCc2ccc(F)cc2)nnc1-c1nn(-c2ccccc2)ccc1=O	.	i	-7	9	-11	26	-0.5	0	-0.3
CSc1nc(SCCO)c2sc3nc(-c4ccco4)c4c(c3c2n1)CC(C)(C)OC4	.	-0.7	-13	1	-5	-7	-0.5	-13	0.2
CCOC(=O)C1(CCCc2ccccc2)CCN(C(=O)CN2CCOC2=O)CC1	0.1	.	-8	0	5	10	-0.2	1	0.0

Reprinted from the part before: five entries, followed by the next part.
SMILES	TcdB GH inh	BH1578 lux ind	SSB-PriA inh	3CLpro inhibitor	PrPC TRFRET	Yp Topo-I inh	BoNT A protease	Anthrax LF prot	PfHsp40 rescue
COc1ccc(CN(C(=O)c2ccco2)c2ccc(C)cc2)cc1OC	.	-3.2	-16	-2	-5	24	0.6	-5	3.9
COc1ccccc1-c1coc2cc(OC(=O)N3CCOCC3)ccc2c1=O	1.3	-0.5	-9	1	1	6	1.0	29	.
CCn1c(SCc2ccc(F)cc2)nnc1-c1nn(-c2ccccc2)ccc1=O	.	i	-7	9	-11	26	-0.5	0	-0.3
CSc1nc(SCCO)c2sc3nc(-c4ccco4)c4c(c3c2n1)CC(C)(C)OC4	.	-0.7	-13	1	-5	-7	-0.5	-13	0.2
CCOC(=O)C1(CCCc2ccccc2)CCN(C(=O)CN2CCOC2=O)CC1	0.1	.	-8	0	5	10	-0.2	1	0.0
CCOC(=O)C1(CCCc2ccccc2)CCN(C(=O)CCOC)CC1	0.7	-0.3	-6	-6	3	36	0.4	0	1.5
COC(=O)c1cc(NC(=O)Nc2cccc(Cl)c2)ccc1Cl	1.4	-1.2	-50	5	10	-11	-0.4	-3	0.1
Cc1ccc(SCc2ccc(C(=O)Nc3ccccc3C(=O)NC(C)C)cc2)cc1	-0.3	i	-1	2	0	1	-1.1	0	-0.6
CCN1C(=O)/C(=C2/C=Cc3ccccc3N2C)OC1=S	.	0.7	-20	1	-6	1	.	.	1.3
O=C(CSc1nc(-c2ccccc2)c(-c2ccccc2)[nH]1)Nc1ccc2c(c1)OCO2	.	i	2	-1	12	4	-0.5	-2	0.8
CN(C(=O)Nc1cnc2ccccc2c1)c1ccccc1	1.3	-0.5	-2	-2	1	-3	-1.6	0	-0.3
CCOC(=O)C1=C(c2ccccc2)N=C2SCC(=O)N2C1c1ccc(O)c(OC)c1 (stereo unspecified)	-0.6	i	14	-5	5	10	2.7	2	1.2
CCn1c(SCC(=O)NC2CC2)nnc1-c1ccccc1OC	-0.4	i	-15	2	4	5	0.6	-5	-0.2
CC(O)c1nc2ccccc2n1CCCCOc1ccccc1 (stereo unspecified)	2.2	-0.2	-3	-1	10	12	-0.1	-3	-0.6
CC(=O)Nc1nnc(/C=C/c2cccc([N+](=O)[O-])c2)s1	-1.5	-0.3	2	-2	-5	2	-0.4	-2	-1.4
Cc1ccc(C(C)(C)C)cc1S(=O)(=O)Nc1cccc(C(=O)N2CCN(c3ccccn3)CC2)c1	-0.5	i	-2	.	1	-3	3.1	0	0.3
Cc1cn(CC(=O)NCCCn2ccnc2)c(=O)[nH]c1=O	0.9	i	-8	.	-6	-5	-0.7	2	-1.3
O=C(O)C1CC(=O)N(Cc2ccc3c(c2)OCO3)C1 (stereo unspecified)	0.8	-0.4	-19	0	.	2	0.1	0	1.2
Cc1ccc2nc(NC(=O)CSCC(=O)OCC(=O)c3ccccc3)sc2c1	.	i	-3	4	-12	2	0.5	-1	-0.1
Cn1cnnc1SC1CCCCC1NS(=O)(=O)c1ccccc1 (stereo unspecified)	.	-0.2	-5&-8	5	-1	-5	-3.2	-3	1.4
CCOc1ccc(NC(=O)CN(C)C(=O)CCN2C(=O)C3CC=CCC3C2=O)cc1OCC (stereo unspecified)	2.2	i	0	.	-10	-9	-0.2	1	-0.3
Cc1ccc(NC(=O)c2ccc(OCC3CCCO3)cc2)c(C)c1 (stereo unspecified)	.	-0.3	-10	-4	5	2	-0.1	0	-1.8
CC(C)(C)N(Cc1ccccc1)C(=O)CSc1nc2ccccc2c(=O)[nH]1	2.1	-3.8	0	0	7	3	0.3	0	-0.6
O=C(c1ccco1)N1CCN(CCCCOc2cccc3ccccc23)CC1	.	-0.3	17	5	4	35	0.2	0	1.1
CCOC(=O)C1=C(Nc2ccccc2)CC(C)(O)C(C(=O)OCC)C1c1ccccc1 (stereo unspecified)	1.9	-0.4	-9	0	1	5	-0.2	-4	0.4
CSc1nnc2c3cc(C)ccc3n(Cc3ccccc3)c2n1	.	i	-11	1	0	21	-0.1	1	0.5
COc1ccc(-n2nc(C)cc2Nc2ccccc2C(=O)O)cc1	-1.5	-0.3	-5	-4	-4	2	0.3	2	0.7
C=CCSc1nnc2c(n1)OC(c1cccnc1)N(C(C)=O)c1ccccc1-2 (stereo unspecified)	.	i	-13	4	-18	3	0.4	6	-1.5
Cc1ccc2occ(CN3CC4CC(C3)c3cccc(=O)n3C4)c(=O)c2c1 (stereo unspecified)	-0.7	-0.3	2	-7	-5	10	0.0	-2	-0.1
COC(=O)c1ccccc1S(=O)(=O)Oc1ccc(-c2ccc(C(=O)O)cc2)cc1	1.5	i	1	8	7	4	-3.1	-14	0.9
CCN(CC)S(=O)(=O)c1ccc(-c2nnc(SCC(=O)Nc3ccc(OC)cc3)o2)cc1	.	i	-11	0	-1	-6	1.1	6	0.1
CCCCn1c(N)c(N(CCC(C)C)C(=O)COC(=O)c2ccc([N+](=O)[O-])s2)c(=O)[nH]c1=O	0.5	i	-8	.	-18	-11	-0.1	-7	0.3
O=S(=O)(c1ccccc1)c1ncc(C(F)(F)F)cc1Cl	-0.5	-0.2	-9	0	-3	6	0.4	-4	0.5
Cc1c(Cl)c(C(=O)N2CCCCCC2)nn1C	1.2	i	3	1	-3	-4	2.7	1	0.1
CC(=O)c1c(C(C)=O)c(C)n(-c2cccc3cccnc23)c1C	1.8	-3.3	7	-10	2	7	-1.6	-9	-0.6
C=CCn1c(COc2ccc(Cl)cc2)nnc1SCC(=O)c1c(N)n(C)c(=O)n(C)c1=O	3.7	-1.8	1	0	-3	8	-0.9	-3	-1.1
CC(C)CN(C)Cc1c(C(=O)N2CCc3ccccc3C2)nc2ccc(Cl)cn12	1.9	4.2	6	2	2	23	-0.4	-2	2.1
COC(=O)C1=C(C)N(Cc2cccnc2)C(=O)/C1=C\c1sccc1C	0.4	8.7	1	2	-3	-7	-1.7	-4	-0.6
O=C(c1ccncc1)N1CCN(C2CCC(c3ccccc3)CC2)CC1 (stereo unspecified)	4.0	-1.1	-2	4	0	8	-4.1	2	2.0
N#Cc1nc(-c2ccccc2)oc1N1CCN(C(=O)c2ccco2)CC1	0.9	i	9	-5	3	15	-0.2	-1	0.0
CC(C)(C)OC(=O)NOCC(=O)N(Cc1ccccc1)CC(O)COc1ccccc1 (stereo unspecified)	2.1	i	0	.	1	?	0.8	-2	1.6
NC(=O)c1ccccc1N/C=C/C(=O)c1cccs1	.	i	.	-3	-7	1	-0.4	-3	-1.6
CC(C)CCn1c(=O)c(C(=O)N/N=C/c2cccc(F)c2)c(O)c2ccccc21	.	-0.3	.	-3	-3	0	-0.2	1	1.0
O=C(Nc1nnc(-c2ccccc2Cl)o1)c1cccnc1	.	0.9	28	3	4	6	0.9	-3	-2.1
CC(=O)C1=C(O)CC(c2ccccc2)CC1=NCCc1c(C)[nH]c2ccc(C)cc12 (stereo unspecified)	1.2	0.0	-13	0	0	2	-0.6	-5	-0.7
O=C(NCc1ccc2c(c1)OCO2)c1ccncc1	.	-0.7	-3	2	6	-5	0.7	0	0.7
CCOc1ccccc1OCCCC(=O)Nc1cc(S(=O)(=O)N2CCOCC2)ccc1OC	0.8	-4.3	-12	.	-2	18	-0.4	-5	-0.3
CCOc1ccccc1N1C(=O)CC(Sc2ncccc2C(=O)O)C1=O (stereo unspecified)	0.2	-1.9	-2	-3	7	0	0.6	4	-0.2
CC1(C)CC(=O)C=C(c2ccc(-c3ccc4[nH]ccc4c3)cc2)C1=O	0.2	i	.	.	-9	-11	14	16	.
O=C(NCCCCNC(=O)C1CCCC1)C1CCCC1	.	i	-12	-2	-4	-1	0.0	0	0.0
O=C(CCc1ccccc1)NNC(=O)Nc1cccc(Cl)c1	-0.1	i	-10	2	-4	-2	-0.4	-4	0.1
Cn1c(-c2ccc3ccccc3n2)nc2cnccc21	.	i	-9	-3	0	-2	0.1	-11	1.1
O=C(CN1CCN(c2ccc(F)cc2)CC1)c1ccc(O)cc1O	2.7	i	5	5	7	4	-1.2	-8	-0.2

Shown as a markdown table: part of the list above
| SMILES | TcdB GH inh | BH1578 lux ind | SSB-PriA inh | 3CLpro inhibitor | PrPC TRFRET | Yp Topo-I inh | BoNT A protease | Anthrax LF prot | PfHsp40 rescue |
| --- | --- | --- | --- | --- | --- | --- | --- | --- | --- |
| CC1(C)CC(=O)C=C(c2ccc(-c3ccc4[nH]ccc4c3)cc2)C1=O | 0.2 | i | . | . | -9 | -11 | 14 | 16 | . |
| O=C(NCCCCNC(=O)C1CCCC1)C1CCCC1 | . | i | -12 | -2 | -4 | -1 | 0.0 | 0 | 0.0 |
| O=C(CCc1ccccc1)NNC(=O)Nc1cccc(Cl)c1 | -0.1 | i | -10 | 2 | -4 | -2 | -0.4 | -4 | 0.1 |
| Cn1c(-c2ccc3ccccc3n2)nc2cnccc21 | . | i | -9 | -3 | 0 | -2 | 0.1 | -11 | 1.1 |

Reprinted at random: 3 compounds from above
SMILES	TcdB GH inh	BH1578 lux ind	SSB-PriA inh	3CLpro inhibitor	PrPC TRFRET	Yp Topo-I inh	BoNT A protease	Anthrax LF prot	PfHsp40 rescue
CCOc1ccccc1N1C(=O)CC(Sc2ncccc2C(=O)O)C1=O (stereo unspecified)	0.2	-1.9	-2	-3	7	0	0.6	4	-0.2
CCOc1ccccc1OCCCC(=O)Nc1cc(S(=O)(=O)N2CCOCC2)ccc1OC	0.8	-4.3	-12	.	-2	18	-0.4	-5	-0.3
O=C(NCCCCNC(=O)C1CCCC1)C1CCCC1	.	i	-12	-2	-4	-1	0.0	0	0.0

Assay outcomes (PubChem BioAssay)
